LAP4 TOR yeast = modulators of TOR pathway LAP4-GFP in S. cerevisiae | S. cerevisiae LAP4-GFP multiplex, flow cytometry GFP, 3 h; median GFP as percent of DMSO wells | 320,000 tested, 0.34% active | AID 2023 | GFP response vs DMSO, % at 10 µM;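 active = GFP response vs DMSO above a set limit, about the screen mean plus 3 SD, cut at about 150% in these data; inconclusive = under 70 cell events counted for the yeast strain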
RPL19A-GFP yeast = yeast TOR pathway RPL19A-GFP modulation | S. cerevisiae RPL19A-GFP strain, flow cytometry, 3 h; hits give low values | percent response vs DMSO, % at 10 µM | 330,000 tested, 0.3% active | AID 2025;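 active = percent response vs DMSO below 50%; inconclusive = fewer than 70 events counted for the yeast strain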;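 also: median channel GFP fluorescence of the barcoded RPL19A-GFP strain; ratio of sample median GFP to plate DMSO average so 100% = DMSO; lower means less RPL19A-GFP as with rapamycin TOR inhibition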
proCasp3 act = activates human procaspase-3 | P42574 | recombinant procaspase-3 D3A, Ac-DEVD-pNA absorbance 405 nm | activation, % at 8.5 µM | 330,000 tested, 0.11% active | AID 463141;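 active = activation above the mean of all tested compounds plus 3 SD, cut at about 21% in these data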;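 also: 0% = DMSO alone and 100% = DMSO wells spiked with extra 5 µM PC-3 D3A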
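Assay system – Procaspase-3 D3A mutant · Benchmarks – DMSO low control, extra-enzyme high control · Technique – 405 nm absorbance of p-nitroaniline, reads at 0 and 120 min · Doses – 8.5 µM nominal · Measure – % activation between DMSO and enzyme-spiked controls · Also added – Ac-DEVD-pNA chromogenic peptide substrate · Schedule – 1 h compound preincubation, 2 h substrate hydrolysis at 25 °C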
AHR act = human AHR activation; activation, % at 5 µM; P35869; AHR-responsive luciferase reporter cells, luminescence; 320,000 tested, 2.5% active; in the data active = activation above about 47%;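 also: 0% = vehicle wells and 100% = reference agonist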
EBNA-1 inhibitor = blocks EBNA-1 binding to DNA | EBNA-1 DNA binding, fluorescence polarization | inhibition, % at 14.8 µM | 300,000 tested, 0.34% active; in the data active = inhibition above about 28%
procasp7 counter = counter-screen: procaspase-7 (human) activation; recombinant procaspase-7, Ac-DEVD-pNA absorbance 405 nm; D23A/D198A/D206A triple mutant, cannot self-cleave; scale: DMSO 0, 5 µM enzyme 100; activation, % at 8.5 µM; AID 463210; P55210; 330,000 tested, 0.093% active;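 active = percent activation above the screen-wide mean plus 3 SD, cut at about 25% in these data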
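Detection: p-Nitroaniline absorbance at 405 nm, read at 0 and 120 min; system: Uncleavable procaspase-7 mutant enzyme; evaluation: % activation from two-timepoint absorbance difference, scaled to controls; times: 1 h enzyme–compound preincubation and 2 h substrate reaction, both 25 °C; buffer or medium: Zinc-free HEPES pH 7.4 with 300 mM NaCl, 0.01% Triton X-100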
ZTA DNA inh = ZTA (EBV) inhibition in EBNA-1 counter-screen. inhibition, % at 11 µM. 320,000 tested, 0.15% active. ZTA-DNA binding, fluorescence polarization. P03206; in the data active = inhibition above about 33%
MEP2 TOR yeast = modulators of TOR pathway MEP2-GFP in S. cerevisiae; S. cerevisiae MEP2-GFP strain, flow cytometry GFP, 3 h; 100% = DMSO control level; AID 2016; GFP response vs DMSO, % at 10 µM; 330,000 tested, 0.51% active;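 active = GFP response versus DMSO above a set limit, roughly screen mean plus 3 SD, cut at about 180% in these data; inconclusive = fewer than 70 cells counted for a yeast strain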;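 also: median GFP fluorescence of the barcode-gated MEP2-GFP cells per well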
An asterisk follows results filed as active; ? = inconclusive; / = not tested or not shown; [ ] = remark or other dose. Rows were taken by chance. About 3.8% of those tested had a hit in this group.

#	SMILES	LAP4 TOR yeast	RPL19A-GFP yeast	proCasp3 act	AHR act	EBNA-1 inhibitor	procasp7 counter	ZTA DNA inh	MEP2 TOR yeast
1	S=C1NC2=C(CCCC2)C2(CCCCC2)N1	107	92	-6	-4	0	-11	-5	95
2	Cc1ccccc1C(=O)N/N=C/c1ccc(OCC(=O)N2CCCCC2)cc1	106	102	-3	2	-5	9	-9	106
3	CCOc1ccc(CCNC(=O)COC(=O)c2ccc(OC)c(OC)c2OC)cc1OCC	107	103	-1	2	-7	8	-5	109
4	O=C(NNC(=O)c1cccs1)c1cccc(F)c1	102	102	-6	-1	-2	5	4	110
5	CC1(C)Cc2cccc(OCC(=O)NCCOc3ccccc3)c2O1	110	100	-2	4	6	4	-3	100
6	CNC[C@H]1Oc2ccc(NC(=O)Nc3ccc(OC)cc3)cc2C(=O)N([C@@H](C)CO)C[C@H]1C	83	87	6	0	/	17	/	86
7	COc1cccc(/C=C/C(=O)OCC(=O)c2c[nH]c3ccccc23)c1OC	86	98	-2	35	5	-6	7	96
8	OCCCc1ccc(O)c(O)c1	102	101	-3	-1	6	7	8	109
9	O=C(COc1ccccc1[N+](=O)[O-])Nc1ccc2oc(=O)ccc2c1	93	104	0	-11	-5	5	-3	94
10	CC(C)(C)NC(=O)NC(=O)CSc1ncn[nH]1	103	98	7	0	4	12	1	90
11	CCCCOCCCNc1ncnc2c1[nH]c1ccccc12	98	99	3	22	7	8	0	96
12	Cc1ccc(CCNC(=O)CCn2c(=O)c3cccn3c3ccc(F)cc32)cc1	102	101	2	-1	6	3	4	104
13	CCSC1=N/C(=C\c2cccnc2)C(=O)N1c1ccccc1	94	101	-25	23	-6	-15	-6	100
14	COc1ccc(C(=O)N/N=C(\C)CC(=O)Nc2ccc(Cl)cn2)cc1	108	103	-7	14	-7	-13	-7	96
15	Cc1ccccc1NC(=O)c1cccc(C(F)(F)F)c1	88	99	0	-4	5	-2	-4	103
16	COc1cc(N2CCCC2)c(OC)cc1/C=C1/NC(=S)NC1=O	97	99	-6	66*	-3	-23	-12	105
17	COc1ccc(OCC(=O)OCC(=O)NCc2ccc(F)cc2)cc1	89	103	7	1	5	-3	-2	102
18	CCOc1ccc(NS(=O)(=O)c2cc(Cl)ccc2OC)cc1	113	101	-5	1	-8	14	-6	103
19	CCC(C(=O)Nc1nc(C)c(C)s1)c1ccccc1 (stereo unspecified)	72	97	2	3	1	-7	10	82
20	CCOC(=O)c1ccc(NC(=O)NCCc2ccccc2OC)cc1	116	94	-2	2	4	5	13	93
21	O=C(CCS(=O)(=O)Cc1ccccc1)N1CCc2ccccc2C1	107	102	7	2	2	2	-13	108
22	CCCC(=O)Nc1cc(C(=O)O)ccc1S(=O)(=O)c1ccc(Cl)cc1	101	97	14	2	-4	-9	-19	102
23	O=C(Nc1nc(-c2ccccc2)cs1)C1CCCO1 (stereo unspecified)	105	92	6	0	1	-7	-24	99
24	COc1ccc(Cc2nc3ccc(S(=O)(=O)N4CCOCC4)cc3[nH]2)cc1OC	99	101	6	3	-7	1	-2	99
25	COc1ccc(CCN2CC(C(=O)N(C)Cc3cccnc3)CC2=O)cc1OC (stereo unspecified)	101	95	3	2	/	7	5	102
26	CCSc1nnc(-c2ccc(Cl)cc2)c2ccccc12	98	101	8	-2	11	0	25	99
27	Cc1cccc(Cn2nc(C)cc2NC(=O)Cn2cc([N+](=O)[O-])cn2)c1	109	94	2	-1	-5	5	-10	104
28	CC1(C)C(=O)C2(CCCCC2)C(=O)OC1c1cccn1-c1ccc([N+](=O)[O-])cc1 (stereo unspecified)	93	102	-7	-1	17	-6	-6	99
29	O=C(NCCc1ccc(F)cc1)C(=O)NCC1CCCN1S(=O)(=O)c1ccccc1 (stereo unspecified)	99	89	9	-2	5	0	11	90
30	Cc1nc2sccn2c1-c1csc(NCc2ccccc2)n1	118	99	3	1	8	6	-6	98
31	O=C(COc1ccc(S(=O)(=O)NC2CCCC2)cc1)NCC1CCCO1 (stereo unspecified)	96	94	2	0	-9	2	-1	94
32	COc1ccc(S(=O)(=O)NNC(=O)c2ccccc2-n2cccc2)cc1	112	96	1	1	-6	5	5	98
33	CCCCNC(=O)CSc1nc2cc3c(cc2c(=O)n1CCCC(=O)NCCc1ccc(OC)c(OC)c1)OCO3	102	103	3	2	-3	-3	-4	97
34	COc1ccc(/C=N/NC(=O)CN(C2=NS(=O)(=O)c3ccccc32)c2ccccc2)cc1OC	91	108	-1	3	15	-8	-11	106
35	[O-]c1n[n+](-c2ccc(Cl)cc2)cc2ccccc12	102	101	-9	32	13	1	-1	100
36	COC(=O)[C@H](Cc1ccccc1)NC(=O)NCc1ccccc1OC	102	104	1	2	8	4	8	105
37	Cc1cc2ncn(/N=C/c3ccc(-c4ccccc4)o3)c2cc1C	109	99	-16	38	-16	-2	-6	99
38	CCN(CC(=O)Nc1ccccc1OC)C(=O)CN1C(=O)NC(C)(c2ccc(C)cc2)C1=O (stereo unspecified)	93	97	2	3	/	-4	-9	99
39	CC1CCC2(CC1)NC(=O)N(CC(=O)Nc1ccc(F)cc1)C2=O (stereo unspecified)	92	97	5	0	/	-1	-6	97
40	Cc1cc(-c2ccc(/C=N/n3cnnc3)o2)c([N+](=O)[O-])cc1C	/	93	-1	25	0	9	2	92
41	O=C1c2ccccc2C(=O)N1CCCCSc1nnc2c(Cl)cc(Cl)cn12	100	106	-4	-3	9	-5	10	120
42	COc1ccc(S(=O)(=O)NCc2ccc(C(=O)NCCCN3CC(C)CC(C)C3)cc2)cc1 (stereo unspecified)	99	95	1	0	1	6	4	97
43	O=C(Nc1ccccn1)C1COc2ccccc2O1 (stereo unspecified)	109	101	-3	0	1	3	4	105
44	Cc1noc(NS(=O)(=O)c2ccc(NC(=O)CSc3nc4c(cc3C#N)CCC4)cc2)c1C	100	96	-5	0	-5	-4	-1	98
45	O=C(NNC(=O)c1ccncc1)c1ccccc1	88	106	-7	-1	15	-5	-10	105
46	COc1ccc(CC(=O)Oc2ccccc2C)cc1S(=O)(=O)N1CCOCC1	105	104	0	2	2	5	0	105
47	CC(C)Cn1c(N)c(C(=O)COC(=O)C2CCCN2C(=O)c2cccs2)c(=O)n(C)c1=O (stereo unspecified)	100	94	9	-1	/	-2	-24	127
48	CN(Cc1cnn(C)c1)C(=O)CC1C(=O)NCCN1Cc1cccc(Oc2ccccc2)c1 (stereo unspecified)	100	99	0	2	-4	-7	-4	97
49	O=S(=O)(c1cccc(-c2nnco2)c1)N1CCOCC1	98	94	-2	-1	-12	-3	-11	99
50	CC(C)(C)c1cn(-c2ccc(F)cc2)c(=S)[nH]1	105	101	-10	2	-12	-7	-8	100
51	COC(=O)C1(S(=O)(=O)c2ccc(C)cc2)CCOCC1	98	100	-8	-1	4	-4	-6	106
52	O=C(Nc1cc([N+](=O)[O-])ccc1F)C1CCN(S(=O)(=O)c2cccs2)CC1	88	99	4	-2	/	6	/	88
53	COc1cc2nc(=S)n3[nH]c(CCn4nc(C)cc4C)nc3c2cc1OC	/	86	-5	1	9	-5	12	81
54	O=S(=O)(c1ccc2c(c1)OCCCO2)N1CCNCC1	105	101	-2	-1	10	-6	-6	105
55	COc1ccc(NC(=S)NCCSc2ccc(C)cc2)c(OC)c1	104	101	-3	1	-6	3	-5	107
56	COC(=O)C(Cc1ccc(OC(=O)c2ccc(C)cc2)cc1)N1Cc2ccccc2C1=O (stereo unspecified)	108	101	14	9	-8	9	-19	108
57	N#CC1=C(N)Oc2n[nH]c(-c3cccs3)c2C1c1ccccc1C(=O)O (stereo unspecified)	99	99	-5	8	-2	-1	2	100
58	C=CCOc1ccc(CNc2nccs2)cc1OC	96	96	-6	3	3	-1	-4	100
59	CCOC(=O)N1CCN(C(=S)NC(=O)c2ccc(F)cc2)CC1	104	97	-3	-3	3	-4	12	97
60	CN(C)S(=O)(=O)c1cccc(NC(=O)COc2cccc(C#N)c2)c1	91	97	-3	1	-2	0	16	95

(next part)
#	SMILES	LAP4 TOR yeast	RPL19A-GFP yeast	proCasp3 act	AHR act	EBNA-1 inhibitor	procasp7 counter	ZTA DNA inh	MEP2 TOR yeast
61	CCOC(=O)CSc1nnc([C@H](Cc2ccccc2)NC(=O)OC(C)(C)C)o1	102	104	5	-1	-5	9	-6	104
62	CCOc1ccc(CCNC(=O)CCS(=O)(=O)c2ccc(Cl)cc2)cc1OCC	98	103	9	4	3	-3	18	104
63	O=C(CSc1nnc(-c2cccnc2)o1)c1cc2ccccc2oc1=O	92	98	-1	40	11	9	-2	92
64	CCOc1ccc(S(=O)(=O)Nc2cccc(C(=O)N3CCN(C(C)=O)CC3)c2)cc1	95	89	3	0	4	3	0	100
65	O=C(CC1C(=O)NCCN1Cc1cccc(F)c1)NCCCN1CCCC1=O (stereo unspecified)	103	100	11	-2	-10	3	-6	102
66	COC(=O)c1ccc(N2C(=O)CC(Sc3n[nH]c(C)n3)C2=O)cc1 (stereo unspecified)	115	99	-20	4	-1	-42	-7	100
67	CCOC(=O)c1ccc(NC(=O)N2CCOCC2)cc1	117	121	4	5	9	7	0	107
68	N#CCCN(C(=O)COC(=O)c1ccc(S(=O)(=O)N2CCCC2)cc1)c1cccc(Cl)c1	93	101	-9	-2	/	-3	-4	102
69	Cc1cccc(C(=O)OC(C)C(=O)NC2CCCc3ccccc32)c1O (stereo unspecified)	103	101	-4	3	-5	7	-7	103
70	Cc1oc(-c2ccccc2F)nc1CS(=O)(=O)CC(=O)NCCN(C)C1CCCCC1	113	98	9	-2	-6	-3	4	102
71	CCOc1ccccc1N1CCN(C(=O)C(Sc2ccccc2)c2ccccc2)CC1 (stereo unspecified)	106	97	2	3	4	8	0	99
72	Cc1ccc2oc(=O)c3cnn(CC(=O)NCCc4ccsc4)c3c2c1	98	92	4	7	5	2	12	91
73	CCOC(=O)c1c(NC(=O)Cc2cccs2)sc(C(=O)NC2CCCC2)c1C	101	103	-7	19	-11	-8	-6	102
74	Cc1cc(OCc2cc(C(=O)N(C)C(C)c3ccccn3)no2)cc(C)c1Cl (stereo unspecified)	102	93	5	5	-6	8	2	94
75	COc1ccccc1C(C)NC(=O)CN(C)CC(=O)Nc1c(C)cccc1C (stereo unspecified)	89	93	9	-1	/	6	-6	96
76	Cc1ccc(CN=c2c([N+](=O)[O-])nn(-c3cccc(Cl)c3)n2O)cc1	129	96	2	1	14	-1	6	104
77	Cc1c(C(=O)Nc2ccccc2)c2ccc(C(F)(F)F)cc2n1O	105	97	2	0	10	0	-4	102
78	CCCC/C(C)=N/NC(=O)c1cn(-c2ccccc2)nc1-c1ccccc1	87[may fluoresce red]	?	3	9	12	-13	5	84[may fluoresce red]
79	O=C(CNC(=O)c1ccco1)OCC(=O)c1ccc2ccccc2c1	/	95	-1	0	5	17	13	98
80	CCN(CC)S(=O)(=O)c1ccc2nc(SC)sc2c1	143	90	2	9	8	0	-9	96

Part of the list above, with two lines to a compound:
Under each structure – LAP4 TOR yeast	RPL19A-GFP yeast	proCasp3 act	AHR act	EBNA-1 inhibitor	procasp7 counter	ZTA DNA inh	MEP2 TOR yeast
77) Cc1c(C(=O)Nc2ccccc2)c2ccc(C(F)(F)F)cc2n1O
 : 105	97	2	0	10	0	-4	102
76) Cc1ccc(CN=c2c([N+](=O)[O-])nn(-c3cccc(Cl)c3)n2O)cc1
 : 129	96	2	1	14	-1	6	104
